Tb PGK inh: T. brucei PGK inhibition; P07378; PGK/GAPDH coupled, Kinase-Glo luminescence, 60 min; Potency, µM (highest dose often 57.5 µM), without a hit: at the top dose activity change, negative = inhibition, hits mostly inhibitors; 380,000 tested, 0.043% active; AID 602233; also: potency is read from the fitted curve at half-maximal effect; nearly all actives have a fitted effect of over 60% in size
Target sequence (P07378 whole entry, looked up): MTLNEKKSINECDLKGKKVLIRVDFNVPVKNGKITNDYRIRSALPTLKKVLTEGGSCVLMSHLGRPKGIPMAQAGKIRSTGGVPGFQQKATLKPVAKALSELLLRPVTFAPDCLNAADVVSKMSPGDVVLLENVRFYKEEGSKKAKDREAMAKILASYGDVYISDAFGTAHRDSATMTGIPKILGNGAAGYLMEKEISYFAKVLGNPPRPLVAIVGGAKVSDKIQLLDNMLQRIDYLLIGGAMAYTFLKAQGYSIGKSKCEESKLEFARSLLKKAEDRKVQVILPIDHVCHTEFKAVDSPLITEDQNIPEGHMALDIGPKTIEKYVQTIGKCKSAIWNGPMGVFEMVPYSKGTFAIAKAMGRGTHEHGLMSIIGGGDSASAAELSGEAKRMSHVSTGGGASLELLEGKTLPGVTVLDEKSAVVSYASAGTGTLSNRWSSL
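Recombinant glycosomal PGK reaction used 1,3-bisphosphoglycerate generated in-well by GAPDH (100nM final) in 100mM TEA pH 7.6, 5mM MgCl2, 0.01% Tween-20. After 60 minutes at room temperature, ATP was read by Kinase-Glo Plus luminescence end-point.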
Pol eta inh: blocks human DNA polymerase eta activity. 390,000 tested, 1.2% active. Q9Y253. Potency, µM (highest dose often 114 µM), without a hit: top-dose activity change, negative = inhibition, most hits filed as inhibitors. recombinant Pol eta, fluorescent DNA replication assay; also: potency is read from the fitted curve at half-maximal effect
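Fluorescent replication assay: 50 nM final substrate added after a 15 min room-temperature compound preincubation with 10 nM enzyme. Signal taken at 0 min and again at 10 min.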
RXFP1 antagonist: RXFP1 (human) relaxin receptor antagonism; HEK293-RXFP1, relaxin-stimulated cAMP HTRF, 30 min; hits give low values; activity change, negative = inhibition, % at 57.5 µM; AID 1259400; 350,000 tested, 0.59% active; Q9HBX9;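 active = activity change of -60% or lower, but not beyond a set lower limit; inconclusive = change between -60% and -40%, or beyond the set limit; inactive = change above -40%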
Numbers without * were called inactive; i = inactive; ? = inconclusive. Unless noted, calls follow the shape of the dose curve; as a rule, active = well fitted curve in the direction sought with a large enough effect; inconclusive = small, poorly fitted or top-dose-only effect, or another doubt; inactive = no such curve, though single readings can be large; an effect the other way counts as inactive or inconclusive. % is scaled to controls: 0 for no effect and ±100 for the full control effect.

Molecule	Tb PGK inh	Pol eta inh	RXFP1 antagonist
CC(C)OC(=O)N(C)C[C@@H]1OCc2cnnn2CCCC(=O)N([C@H](C)CO)C[C@@H]1C	-10%	-7%	0
Cc1ccc(-c2nn3c(-c4ccccc4)nnc3o2)cc1	8%	-4%	-4
C[C@H]1CCCCO[C@H](CN(C)C(=O)C2CCCCC2)[C@@H](C)CN([C@@H](C)CO)C(=O)c2cc(NC(=O)NC3CCCCC3)ccc2O1	i	-19%	-1
CC(C)c1cc(C(F)(F)F)nc(NNc2nc(C(C)C)cc(C(F)(F)F)n2)n1	-8%	-20%	-22
CCOC(=O)c1ccc(NC(=O)NC2=NCCS2)cc1	0%	-17%	-6
CC(C)(C)c1nnc(NC(=O)CCC2CCCCC2)s1	-2%	-2%	-6
Cc1cc(C)c(NC(=S)NC(=O)c2ccccc2)cc1C	-4%	-2%	-19
C[C@@H]1CN([C@@H](C)CO)C(=O)CCCn2nncc2CO[C@H]1CN(C)S(=O)(=O)c1cccc(F)c1	i	-9%	5
C[C@@H]1CN([C@@H](C)CO)C(=O)c2cc(Br)cnc2O[C@H]1CN(C)C(=O)c1ccccc1F	5%	-12%	-4
C[C@H](CO)N1C[C@H](C)[C@@H](CN(C)Cc2cccc(C(F)(F)F)c2)OCc2cnnn2CCCC1=O	2%	-19%	12
CCOC(=O)c1ccc(NC(=O)c2nc[nH]c2C(=O)N[C@H](C)CO)cc1	-4%	-3%	-3
O=C(NCc1nnnn1-c1ccccc1)c1ccc2ccccc2c1	-4%	-4%	-2

Following part:
Molecule	Tb PGK inh	Pol eta inh	RXFP1 antagonist
C[C@H]1CN([C@@H](C)CO)C(=O)CCCn2cc(nn2)CO[C@@H]1CN(C)S(=O)(=O)c1ccc(-n2cccn2)cc1	-7%	-24%	10
COc1ccc(CC(=O)NNC(=S)NC(=O)c2cc(OC)c(OC)c(OC)c2)cc1	-10%	1%	10
C[C@@H]1CN([C@@H](C)CO)C(=O)CCCn2nncc2CO[C@@H]1CN(C)S(=O)(=O)c1ccccc1F	-4%	-11%	12
C[C@H](CO)N1C[C@H](C)[C@H](CN(C)Cc2ccncc2)Oc2ncc(C#CC3CC3)cc2C1=O	-1%	-6%	0
CCCCCC(=O)N1C[C@@H](n2cc(C3CC3)nn2)[C@H](O)C[C@@H]1c1ccc(C)cc1	-4%	-7%	-3
COc1ccc(NC(=O)N(C)C[C@@H]2OCc3cnnn3CCCC(=O)N([C@@H](C)CO)C[C@H]2C)cc1	-6%	-15%	2
O=C(OCc1cn([C@H]2CN(C(=O)C3CCCCC3)[C@@H](c3ccc(Cl)cc3)C[C@@H]2O)nn1)c1ccccc1	7%	-31%	4
COc1cccc(NC(=O)c2cccc(NC(=O)c3ccco3)c2)c1	i	-1%	-2
CC(C)CC1C(=O)N(Cc2cn(Cc3ccco3)nn2)CCS(=O)(=O)N1Cc1ccc(-c2cccc(CO)c2)cc1 (centres undefined)	3%	?	-1
O=c1onc(-c2ccccc2)n1Cc1ccc([N+](=O)[O-])cc1	5%	-11%	6
CC1=C(C(=O)N(C)C)CC(CC(=O)NCCN2CCOCC2)C(=O)N1Cc1ccc(C(C)(C)C)cc1 (centres undefined)	-11%	0%	3
C[C@H](O)[C@@H]1CN2CCc3c([nH]c4ccc(-c5ccc6c(c5)OCO6)cc34)[C@@H]2C[C@@H]1N(C)C(=O)Nc1ccc(F)cc1	-9%	-21%	-14

Rewritten with values under each structure: entries from further up.
The line under a structure holds: Tb PGK inh	Pol eta inh	RXFP1 antagonist
C[C@H](CO)N1C[C@H](C)[C@H](CN(C)Cc2ccncc2)Oc2ncc(C#CC3CC3)cc2C1=O
  -1%	-6%	0
CCCCCC(=O)N1C[C@@H](n2cc(C3CC3)nn2)[C@H](O)C[C@@H]1c1ccc(C)cc1
  -4%	-7%	-3

Next part:
Molecule	Tb PGK inh	Pol eta inh	RXFP1 antagonist
CCCCCCCCCC1(CC(=O)OCC)SCCN1C(N)=O (centres undefined)	-1%	-23%	-2
CNC[C@@H]1OCc2ccccc2-c2c(n(C)c3ccccc23)C(=O)N([C@H](C)CO)C[C@@H]1C	-9%	-5%	7
CC1C(=O)N(Cc2cn(CCC3OCCCO3)nn2)CCS(=O)(=O)N1Cc1ccc(-c2ccc(Cl)nc2)cc1 (centres undefined)	-8%	-1%	-2
O=C(Nc1c(F)c(F)c(F)c(F)c1F)c1ccc(Br)o1	-9%	2%	0
C[C@@H]1CN([C@H](C)CO)C(=O)c2c(c3ccccc3n2C)-c2ccccc2CO[C@H]1CN(C)Cc1ccc(-c2ccccc2)cc1	0%	-7%	-2
Cc1ccc(C)c(C(=O)OCC(=O)NC(=O)NCc2ccccc2)c1	i	-12%	-2
N#Cc1cc2ccncc2c2ccccc12	-4%	7%	9

In the list so far, these have a halogen:
Molecule	Tb PGK inh	Pol eta inh	RXFP1 antagonist
CC(C)c1cc(C(F)(F)F)nc(NNc2nc(C(C)C)cc(C(F)(F)F)n2)n1	-8%	-20%	-22
C[C@@H]1CN([C@@H](C)CO)C(=O)CCCn2nncc2CO[C@H]1CN(C)S(=O)(=O)c1cccc(F)c1	i	-9%	5
C[C@@H]1CN([C@@H](C)CO)C(=O)c2cc(Br)cnc2O[C@H]1CN(C)C(=O)c1ccccc1F	5%	-12%	-4
C[C@H](CO)N1C[C@H](C)[C@@H](CN(C)Cc2cccc(C(F)(F)F)c2)OCc2cnnn2CCCC1=O	2%	-19%	12
C[C@@H]1CN([C@@H](C)CO)C(=O)CCCn2nncc2CO[C@@H]1CN(C)S(=O)(=O)c1ccccc1F	-4%	-11%	12
O=C(OCc1cn([C@H]2CN(C(=O)C3CCCCC3)[C@@H](c3ccc(Cl)cc3)C[C@@H]2O)nn1)c1ccccc1	7%	-31%	4
C[C@H](O)[C@@H]1CN2CCc3c([nH]c4ccc(-c5ccc6c(c5)OCO6)cc34)[C@@H]2C[C@@H]1N(C)C(=O)Nc1ccc(F)cc1	-9%	-21%	-14
CC1C(=O)N(Cc2cn(CCC3OCCCO3)nn2)CCS(=O)(=O)N1Cc1ccc(-c2ccc(Cl)nc2)cc1 (centres undefined)	-8%	-1%	-2
O=C(Nc1c(F)c(F)c(F)c(F)c1F)c1ccc(Br)o1	-9%	2%	0

Screening results (PubChem)

Some of the compounds tested; count on the stated rates, not on these rows.
